Screening data (PubChem BioAssay)
DAX1 inh-1: DAX1 (NR0B1) inhibition, primary screen | HEK293T StAR-luciferase reporter, SF-1/DAX-1 repression relief | inhibition, % at 6.8 µM | hit rate 1.1% among 370,000 | AID 652010;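 active means inhibition above the mean over all tested compounds plus 3 SD, cut at about 3.6% in these data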;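 further: 0% = DAX-1 cells with DMSO and 100% = cells lacking DAX-1 with DMSO; higher inhibition means more luminescence from relief of DAX-1 repression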
DAX1 inh-2: inhibits human nuclear receptor DAX1; P51843; HEK293 Gal4-DAX1 luciferase reporter, luminescence; inhibition, % at 6.75 µM; hit rate 0.99% among 340,000; AID 504766;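 active means inhibition above the mean over all tested compounds plus 3 SD, cut at about 4.2% in these data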;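 further: 0% = DAX1-transfected cells with DMSO and 100% = empty-vector control cells with DMSO; inhibition shows as a rise in luminescence from relieved DAX1 repression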
NPR2 activator: GC-B (human) receptor activation; P20594; HEK293-GC-B cells, CNP EC30, cGMP TR-FRET; 0% at EC30 CNP, 100% saturating CNP; activation, % at 10 µM; hit rate 0.11% among 370,000; AID 1920062;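 active means activation at 10 µM reaching about 35% in either raw or pattern-adjusted values, limit read from the data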
NPR1 activator: GC-A (human) enzyme activation. P16066. HEK293 GC-A cells, cGMP TR-FRET, EC30 ANP; 0% at EC30 ANP, 100% saturating ANP. activation, % at 10 µM. hit rate 0.14% among 370,000. AID 1671463; in the data active means activation above about 40%
Target sequence (P16066 whole entry, looked up): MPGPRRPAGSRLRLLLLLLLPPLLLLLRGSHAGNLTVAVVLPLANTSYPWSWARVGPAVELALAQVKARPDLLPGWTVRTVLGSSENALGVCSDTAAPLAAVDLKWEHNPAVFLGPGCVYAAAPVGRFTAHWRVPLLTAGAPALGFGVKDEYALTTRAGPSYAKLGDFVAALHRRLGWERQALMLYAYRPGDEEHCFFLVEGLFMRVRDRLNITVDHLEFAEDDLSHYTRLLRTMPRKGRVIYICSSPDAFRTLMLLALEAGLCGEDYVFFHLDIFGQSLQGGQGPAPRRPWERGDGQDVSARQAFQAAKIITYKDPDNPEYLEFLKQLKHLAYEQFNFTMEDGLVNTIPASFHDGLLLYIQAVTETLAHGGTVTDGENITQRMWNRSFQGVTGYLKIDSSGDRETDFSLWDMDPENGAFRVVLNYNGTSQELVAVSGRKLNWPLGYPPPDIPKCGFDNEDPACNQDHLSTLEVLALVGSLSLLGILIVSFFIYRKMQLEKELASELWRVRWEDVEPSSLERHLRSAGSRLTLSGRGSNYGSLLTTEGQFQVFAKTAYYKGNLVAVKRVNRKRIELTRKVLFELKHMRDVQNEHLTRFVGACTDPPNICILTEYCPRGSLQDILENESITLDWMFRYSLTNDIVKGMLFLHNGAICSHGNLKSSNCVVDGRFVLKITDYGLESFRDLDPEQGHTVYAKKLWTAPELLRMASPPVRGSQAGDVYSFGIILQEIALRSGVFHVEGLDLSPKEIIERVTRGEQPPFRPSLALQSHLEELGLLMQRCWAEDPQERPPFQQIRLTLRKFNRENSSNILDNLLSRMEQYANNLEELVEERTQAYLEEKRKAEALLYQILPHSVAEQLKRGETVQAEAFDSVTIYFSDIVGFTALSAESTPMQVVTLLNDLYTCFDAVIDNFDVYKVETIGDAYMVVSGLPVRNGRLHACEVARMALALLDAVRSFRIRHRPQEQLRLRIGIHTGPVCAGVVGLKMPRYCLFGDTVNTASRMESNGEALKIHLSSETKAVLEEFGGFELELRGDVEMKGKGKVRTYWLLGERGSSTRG
GAA850 FXN act: activators of GAA850 frataxin (FXN) promoter. HEK293 lucGAA850 FXN promoter luciferase reporter, 24 h; percent of 10 µM SAHA response. activation, % at 6 µM. hit rate 0.56% among 360,000;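 active means activation above the average of all compounds screened plus 3 SD, cutoff fixed separately per campaign, cut at about 7.5% in these data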;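 further: 0% = DMSO wells and 100% = 10 µM SAHA wells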
KLK7 zymogen act: activates the human kallikrein-7 zymogen; activation, % at 7 µM; purified proKLK7, EDANS-DABCYL substrate fluorescence; 100% is mature enzyme control, 0% vehicle; AID 652039; P49862; hit rate 0.9% among 370,000;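 active means activation above the mean of all tested compounds plus 3 SD, computed per campaign excluding outliers beyond control limits, cut at about 13% in these data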
SMARCA2 activ: increases SMARCA2 function in MMTV reporter cells; MG213 cells, MMTV-luciferase reporter, dexamethasone, overnight; activation, % at 9.1 µM; hit rate 1% among 370,000; in the data active means activation above about 7.8%;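 further: 0% = vehicle wells and 100% = reference activator wells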
ssDAF12 agonist: S. stercoralis DAF-12 activation, primary screen | HEK293 ssDAF-12/GRIP1 lit1-tk-luc reporter, luminescence; % of 3 µM dafachronic acid response | activation, % at 6.8 µM | hit rate 1% among 370,000 | AID 652126;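 active means activation above the mean over all tested compounds plus 3 SD, cut at about 0.9% in these data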;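 further: 0% = DMSO-only wells and 100% = 3 µM delta7-dafachronic acid wells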
hgDAF12 agonist: hgDAF-12 agonism, primary luciferase screen | HEK293 GAL4-hgDAF12 UAS-luciferase reporter, agonist luminescence; normalized to butyrate control | hit rate 1.8% among 370,000 | AID 687014 | activation, % at 6.8 µM;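 active means activation above a cutoff set at the mean of all screened compounds plus 3 SD, cut at about 10% in these data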;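 further: 0% = DMSO wells and 100% = sodium butyrate wells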
HGIII-sPLA2 inh: Blocks human group III sPLA2 activity. QFRET BODIPY PC-A2 liposome hydrolysis, fluorescence. inhibition, % at 12.2 µM. hit rate 0.56% among 370,000. AID 743126;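 active means inhibition above mean plus 3 SD of compounds lying within the high and low control bounds, cut at about 19% in these data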;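 further: 0% = median of test compound wells and 100% = no enzyme DMSO wells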
hcDAF12 agonist: activates DAF-12 receptor from parasite H. contortus; HEK293 hcDAF-12 lit1-tk-luc reporter, luminescence; 0% DMSO, 100% Δ7-dafachronic acid; activation, % at 6.8 µM; hit rate 1.4% among 370,000; AID 652067;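 active means activation above the mean of all tested compounds plus 3 SD, cut at about 5.5% in these data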;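 further: 100% = response to 3 µM Δ7-dafachronic acid high control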
Starred values were filed as active, the others as inactive; · = no result given.

Every second line gives: DAX1 inh-1	DAX1 inh-2	NPR2 activator	NPR1 activator	GAA850 FXN act	KLK7 zymogen act	SMARCA2 activ	ssDAF12 agonist	hgDAF12 agonist	HGIII-sPLA2 inh	hcDAF12 agonist
1: Cc1cc(C)n(-c2ccc(C(=O)OC(C)C(=O)Nc3ccc(C(N)=O)cc3)cc2)n1 (stereo not given)
  -0.7	0.8	5	4	-1.5	-0.3	-2	-1.4	-1.6	0	-0.9
2: O=C(Nc1cccc(CNCCc2c[nH]c3ccccc23)c1)c1ccccc1Cl
  0.1	-0.8	-6	-15	-2.0	0.2	-2	-0.8	-0.1	-19	1.1
3: CCCCNC(=O)C1(C)CCCCN1C(=O)c1cc(C)n(C(C)(C)C)n1 (stereo not given)
  -0.6	·	-4	3	-1.9	-0.4	-1	-2.1	3.3	-2	0.2
4: O=C(CNC(=O)c1ccc(Br)o1)NCC1CCCO1 (stereo not given)
  0.6	-0.1	2	6	2.5	-0.3	-1	-1.1	-0.2	4	-1.3
5: Clc1ccc(OCc2nn3c(-c4ccccc4)nnc3s2)c(Cl)c1
  -1.3	0.4	-1	1	0.8	0.0	-1	-1.0	2.5	2	-0.6
6: COc1ccc(C(=O)NCC(=O)OC2CCCCC2=O)cc1 (stereo not given)
  0.5	-2.0	7	-1	2.1	-0.2	-4	-0.3	1.5	12	2.3
7: COc1cccc(/C=N/N=C(\N)c2nonc2N)c1O
  2.8	2.9	-13	-1	4.0	0.3	8.6*	-0.2	13*	20*	3.0
8: COc1ccc(OC)c(S(=O)(=O)NCc2csc(-c3ccccc3)n2)c1
  0.5	0.9	-14	-7	-1.1	0.5	-1	-1.3	-2.6	-11	-1.8
9: COC(=O)CN(Cc1ccccc1)S(=O)(=O)c1ccc(OC)c(OC)c1
  0.6	-2.4	1	-3	-0.6	-0.1	-2	-1.3	-0.2	0	-1.0
10: O=S(=O)(c1ccccc1)N1CCN(c2nnc(-c3ccccc3)c3ccccc23)CC1
  0.0	0.9	-9	-15	1.9	-0.1	-5	-1.6	-0.3	6	0.2
11: O=C(O)c1ccc(NS(=O)(=O)c2cccc3nsnc23)cc1
  0.5	-0.6	1	-2	1.7	-0.1	-3	-1.6	0.9	1	-0.5
12: CCCC(C)NC(=O)COc1ccc(S(=O)(=O)N2CCCC2)cc1 (stereo not given)
  1.7	-0.4	-1	2	0.9	-0.2	3	-1.4	-0.6	4	-0.5
13: CCCS(=O)(=O)N1CCCC(C(=O)NCCCN2CCN(c3cccc(Cl)c3)CC2)C1 (stereo not given)
  -1.1	-1.5	-2	-7	-3.1	0.6	0	-1.8	-0.5	-2	-2.5
14: Cc1cc(C(=O)CN2CCCC(C)C2)c(C)n1-c1ccc(F)cc1 (stereo not given)
  2.1	0.1	0	-2	6.4	-0.5	0	-0.5	5.3	7	0.2
15: O=S(=O)(NCCc1ccc(F)cc1)c1cc(C(F)(F)F)ccc1Br
  -1.2	0.3	5	4	0.8	0.6	3	-1.0	-1.4	-1	-1.2
16: COc1cc(Cl)c(C)cc1NC(=O)CSc1sc2c(O)cc(=O)[nH]c2c1C#N
  0.0	-0.2	-2	-2	-3.1	-0.8	-1	-0.4	1.8	11	3.0
17: Cc1ccc2[nH]c3c(c2c1)CN(C(=O)CN1CC(C)OC(C)C1)CC3 (stereo not given)
  -0.6	0.5	3	-3	0.1	3.6	2	-0.6	-1.3	-15	-0.9
18: COC(=O)[C@]12C[C@H](CC(=O)N3CCN(C(=O)C4CC4)CC3)C(=O)N(Cc3cccc4ccccc34)C1=C[C@H](C1CCCC1)O[C@@H]2C
  0.4	·	-7	-4	·	0.1	-1	-1.6	-3.4	-5	-3.5
19: N#CCCCSc1nnc(-c2ccccn2)o1
  0.8	1.7	2	1	1.7	0.7	1	0.4	3.0	2	1.0
20: O=C(O)CC1S/C(=N\N=C2CCCCCC2)N(c2ccccc2)C1=O (stereo not given)
  -0.5	1.2	5	6	1.0	0.4	-2	-1.3	-0.1	0	-1.3
21: COc1cc2c(cc1OC)C(c1cccs1)N(C(=O)c1cccnc1)CC2 (stereo not given)
  -1.6	-1.4	-8	-19	-4.4	0.1	1	-1.3	2.7	2	-0.6
22: NS(=O)(=O)c1ccc(NS(=O)(=O)c2cccs2)cc1
  -0.3	-0.3	-1	0	-0.4	-0.7	-2	-1.1	2.0	15	-2.0
23: CCN1CCN(S(=O)(=O)c2ccc(Cl)c(C(=O)NC(C)(C)C)c2)CC1
  -0.6	-1.1	2	-1	-0.9	0.9	0	-1.7	1.5	-1	1.4
24: Cc1ccc(S(=O)(=O)N=S(CC2CC2(Cl)Cl)CC2CC2(Cl)Cl)cc1 (stereo not given)
  -1.4	1.1	-8	-11	-2.3	0.1	-2	-1.6	-2.1	-9	0.1
25: Cc1cccc(Cc2cnc(N3C(=N)SC(C)C3=O)s2)c1 (stereo not given)
  -0.5	-0.1	7	10	0.6	-0.2	5	-1.6	-1.6	-22	-2.1
26: O=C1NCCN/C1=C\C(=O)c1cccc(Br)c1
  0.3	2.6	-12	3	4.3	-0.1	2	-1.5	6.5	5	0.9
27: CSc1ccc(/C=C(/NC(=O)c2ccc(C)cc2)C(=O)Nc2cccc(F)c2)cc1
  -0.2	2.0	-1	1	1.0	0.1	-2	-1.4	5.1	13	6.3*
28: Cc1cc(=O)n2nc(N3CCCC(C(=O)NCc4ccccc4Cl)C3)sc2n1 (stereo not given)
  -1.0	0.5	-4	0	-0.6	0.2	-2	-1.4	-0.7	-1	-2.1
29: COc1ccc(/C=N/n2cnnc2)cc1Br
  -0.3	·	-8	2	2.8	-1.0	0	-1.0	-2.8	13	-1.4
30: O=C(NC1CCCCC1)C1CCCN1S(=O)(=O)c1cccc2nsnc12 (stereo not given)
  -0.7	-0.2	5	5	4.4	-0.2	-3	-1.9	-3.2	2	-0.9

Looked up above.
`Cc1cccc(Cc2cnc(N3C(=N)SC(C)C3=O)s2)c1` (stereo not given) – GAA850 FXN act = 0.6
`CCCCNC(=O)C1(C)CCCCN1C(=O)c1cc(C)n(C(C)(C)C)n1` (stereo not given) – NPR1 activator = 3

The list continues.
Every second line gives: DAX1 inh-1	DAX1 inh-2	NPR2 activator	NPR1 activator	GAA850 FXN act	KLK7 zymogen act	SMARCA2 activ	ssDAF12 agonist	hgDAF12 agonist	HGIII-sPLA2 inh	hcDAF12 agonist
31: CCCCOc1ccc(-c2ncc(Cl)cn2)cc1
  0.5	1.2	3	-2	4.0	-0.6	0	-0.6	2.2	-2	3.6
32: Cc1cc(S(=O)(=O)NCc2ccccc2)ccc1OCC(=O)N1CCOCC1
  -0.4	4.2	-3	0	1.5	-0.5	-1	-1.7	-4.3	-6	-1.6
33: Cc1cc(C)cc(C(=O)OCCN2CCN(C3CN(Cc4cn(Cc5ccccc5F)nn4)S(=O)(=O)C3)CC2)c1 (stereo not given)
  -3.5	·	3	3	·	0.4	-3	-2.1	0.3	2	-5.1
34: CC(C)(C)C(c1nc2ccccc2[nH]1)n1c(-c2cc(Cl)cc(Cl)c2)nc2ccccc21 (stereo not given)
  1.1	·	-18	-14	·	0.8	2	-0.5	-4.3	-14	-0.5
35: O=C(NCCc1ccccc1)c1ccc(S(=O)(=O)N2CCCC2)cc1
  0.0	0.3	2	-2	1.0	0.2	0	-0.5	5.1	5	2.8
36: Cc1nn(CC(=O)N2CCN(C(=O)c3ccco3)CC2)c(C)c1[N+](=O)[O-]
  0.2	0.1	6	3	-0.5	0.0	0	-1.7	0.4	3	1.7
37: CC(C)S(=O)(=O)c1nsc2nc(=O)c(/C=C3\C=Nc4ccccc43)c(N)n12
  0.3	1.2	0	0	1.3	0.9	0	0.4	-0.3	-49	1.4
38: O=c1cc(-c2ccccc2)nc(SCc2ccc(Cl)cc2)[nH]1
  -0.1	0.1	-3	10	-0.9	0.1	2	-1.0	0.5	5	-0.9
39: Cc1cccc2nc(-c3ccccc3)c(-c3ccc(CN4CCC(n5cc(-c6ccccc6)[nH]c5=O)CC4)cc3)nc12
  -0.6	·	8	0	·	-11	2	-1.3	-4.4	-17	-1.7
40: O=C(COC(=O)c1cccnc1)c1ccc(Cl)cc1
  -0.2	1.4	1	14	11*	-0.1	-1	-1.0	0.7	1	1.8
41: FC(F)(F)c1cccc(N2CCN(c3ccc4nnc(-c5ccccc5)n4n3)CC2)c1
  -0.1	0.1	-4	0	3.0	-0.1	-3	-0.9	0.8	6	-0.9
42: CCC(C)NC(=O)C1CCN(S(=O)(=O)c2cccc3cccnc23)CC1 (stereo not given)
  0.5	0.8	6	-2	0.4	0.6	0	-0.9	0.1	-2	0.2
43: COc1ccc(Cl)cc1NC(=O)CSc1nc(-c2ccccc2)cc(=O)[nH]1
  -0.3	-0.6	-8	-10	2.5	-0.5	-2	-0.4	0.5	-5	2.4
44: COc1cc(C(C(=O)NC2CCCCC2)N(C(=O)Cc2c[nH]c3ccccc23)c2ccccc2C)cc(OC)c1OC (stereo not given)
  0.1	0.1	-9	-16	-1.2	0.0	-2	-0.4	0.0	-130	1.7
45: O=C(CN1C(=O)NC2(CCc3ccccc32)C1=O)c1ccccc1 (stereo not given)
  -1.0	0.0	7	4	2.8	0.6	2	-0.9	-0.3	3	-1.3
46: C=CCC[C@H](Cc1ccc(F)cc1)C(=O)OC[C@H](C)NC(=O)[C@H](CC=C)CC(=O)NCCO
  0.1	0.8	2	-2	-0.2	0.3	0	-1.0	-1.1	2	-1.3
47: CC(C)c1cc(C(=O)Nc2cccc(C(F)(F)F)c2)no1
  0.2	1.2	-3	-2	1.2	-0.4	2	-1.3	3.7	3	-1.0
48: COCc1c(C(=O)NCC2COc3ccccc3O2)oc2ccccc12 (stereo not given)
  -1.2	0.6	6	4	3.9	0.8	1	-0.6	0.7	8	-1.8
49: O=C(Cn1nnc2ccccc2c1=O)Nc1cccc(S(=O)(=O)N2CCOCC2)c1
  0.1	0.3	3	3	1.2	-0.3	1	-0.4	4.4	-6	0.0
50: COc1cccc(-n2c(=O)[nH]cc(C(=O)Nc3ccc4c(c3)OCCO4)c2=O)c1
  -1.5	-0.2	3	2	-2.3	0.3	-2	-0.4	-2.8	-10	4.3
51: COc1ccccc1NC(=O)Nc1nc(C(N)Cc2ccccc2)cs1 (stereo not given)
  -0.8	·	-6	-8	0.6	0.0	-1	-1.4	-3.6	15	0.1
52: CSCCC(NC(=O)c1ccccc1Cl)C(=O)NC1CCN(Cc2ccccc2)CC1 (stereo not given)
  1.6	-0.2	-4	1	-0.6	0.1	1	-0.9	-0.3	3	-0.4
53: COc1ccc(C(=O)OCC(=O)Nc2ncc([N+](=O)[O-])s2)cc1OC
  -0.8	0.1	-4	-4	0.2	0.2	2	-0.8	-1.1	-2	1.0
54: Cc1cccc(NC(=O)c2cc(NC(=O)c3ccccc3)ccc2N2CCCCC2)c1
  -0.7	1.9	9	7	-0.8	-0.1	-2	-1.6	2.6	3	-0.7
55: CCOC(=O)C1CCN(S(=O)(=O)c2cccc(-c3cn4cc(Cl)ccc4n3)c2)CC1
  -1.1	-1.2	-3	2	-3.5	-5.6	-1	-1.9	0.3	-12	-1.5
